Bioassay records deposited in PubChem BioAssay by Southern Research Specialized Biocontainment Screening Center.
inhibitors of VEEV – inhibitors of VEEV TC-83 cytopathic effect, confirmation, Vero cells (AID 588727) | Vero cells, VEEV TC-83 cytopathic effect inhibition; higher % means a stronger effect | inhibition, % at 20 µM; hits with a dose series show IC50 in µM | hit rate 0.13% among 350,000; in the data active means a potency from the dose series; inconclusive means inhibition mostly from about 14% at the one dose, without a potency; inactive means the rest, 99 in 100 with inhibition below about 12%; further: strong numbers were not always called active
Salmonella PhoP GFP – PhoP regulon inhibitors, Salmonella typhi PhoP promoter GFP reporter, confirmatory (AID 1850). Salmonella Typhi PhoP-promoter GFP reporter, fluorescence, 4 h; higher % means a stronger effect. one-dose inhibition, % at 50 µM; IC50 in µM for titrated hits. hit rate 0.33% among 310,000; in the data active means a potency from the dose series; inconclusive means inhibition mostly from about 25% at the one dose, without a potency; inactive means the rest, 99 in 100 with inhibition below about 19%;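 further: 0% = induced wells with vehicle and 100% = uninduced wells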
M. tuberculosis – growth inhibition of non-replicating M. tuberculosis (AID 488890). Mycobacterium tuberculosis non-replicating, growth inhibition; higher % means a stronger effect. inhibition, % at 25 µM, or IC50 in µM where a hit was titrated. hit rate 0.39% among 320,000; in the data active means a potency from the dose series; inconclusive means inhibition mostly from about 82% at the one dose, without a potency; inactive means the rest, 99 in 100 with inhibition below about 76%;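 further: plate controls were DMSO cells for no effect and high antibiotic wells for full effect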
influenza NS1A – H1N1 influenza NS1A inhibitors, functional cell based assay (AID 504329). inhibition, % at 12.5 µM; hits with a dose series show IC50 in µM. NS1A functional cell-based assay, percent inhibition; higher % means a stronger effect. hit rate 0.3% among 340,000; in the data active means a potency from the dose series; inconclusive means inhibition above about 27% without an active follow-up result; further: strong numbers were not always called active
M. tuberculosis HTS – M. tuberculosis growth inhibition, HTS (AID 449762); hit rate 0.59% among 330,000; inhibition, % at 25 µM; hits with a dose series show IC50 in µM; M. tuberculosis H37Rv growth inhibition, 7H9 media; higher % means a stronger effect; in the data active means a potency from the dose series; inconclusive means inhibition above about 70% without an active follow-up result;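 further: bacterial growth assessed after seven days of incubation; strong numbers were not always called active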
* marks the source's active call; other numbers are inactive results; i = inactive; u = inconclusive; x = no result given.

molecule	inhibitors of VEEV	Salmonella PhoP GFP	M. tuberculosis	influenza NS1A	M. tuberculosis HTS
COc1cc2c(cc1NC(=O)c1cc(-c3ccncc3)nc3ccccc13)oc1ccccc12	8.9%	9%	21%	5%	10%
O=c1ccc(-c2ccc(S(=O)(=O)NCC3CCN(Cc4cccc(F)c4)CC3)s2)n[nH]1	0.2%	-10%	34%	10%	9%
COc1ccc(N2C(=O)NC(=O)/C(=C\c3cn(CC(=O)N4CCOCC4)c4ccccc34)C2=O)c(OC)c1	i	1%	0%	-1%	-8%
c1ccc(CSc2ccc(-c3ccccn3)nn2)nc1	0.8%	8%	x	4.9µM*	8%
O=C(Cc1cccs1)Nc1nc(-c2ccc(F)c(F)c2)cs1	8.1%	9%	38%	-8%	7%
Cc1ccc(S(=O)(=O)N2CCCC2)cc1[N+](=O)[O-]	0.7%	-3%	4%	2%	-7%
COc1ccc(S(=O)(=O)NC(CC(=O)NCc2ccco2)C(C)C)cc1 (stereo not drawn)	7.0%	7%	9%	4%	4%
CCOc1ccc(NC(=O)c2cccc(NC(C)=O)c2)cc1S(=O)(=O)N1CCCC1	2.1%	x	x	-7%	x
O=C(NCCc1c[nH]c2ccccc12)/C(=C\c1cccnc1)NC(=O)c1ccccc1F	1.2%	1%	-3%	-7%	-9%
O=C(C1CCC(=O)N1C1CCCCC1)N1CCN(c2ccc(F)cc2)CC1 (stereo not drawn)	i	4%	10%	-12%	0%
N#CN(CC(N)=O)c1nc(N2CCCCC2)nc(N2CCCCC2)n1	1.2%	3%	7%	-2%	9%
CC(C)(C)N(Cc1ccccc1)C(=O)CN1C(=O)NC2(CCCCCC2)C1=O	3.1%	x	12%	-5%	1%
Cc1nc(SCC(=O)Nc2ccc(F)cc2)c(C#N)c(C)c1CC(=O)c1ccc(Br)cc1	5.9%	-3%	-2%	-4%	-2%
CCn1c(C)nc2cc(C(=O)NNC(=O)CCC3CCCC3)ccc21	0.7%	1%	-23%	2%	0%
NC(=O)C1CCN(CC(=O)c2c[nH]c3ccc(F)cc23)CC1	i	-4%	-8%	7%	-16%
CCOC(=O)C1CCCN(C(=O)CC(C)c2ccccc2)C1 (stereo not drawn)	i	3%	-17%	-3%	4%
Cc1ccc(-c2n[nH]c(=O)c3ccccc23)cc1S(=O)(=O)Nc1ccc(F)cc1	1.3%	0%	19%	2%	-5%
Cc1ccc(C(=O)Nc2ccccc2N2CCCC2)cc1S(=O)(=O)N1CCOCC1	9.3%	x	29%	-1%	-3%
CCOC(=O)c1ccccc1NC(=O)c1ccc2nc[nH]c2c1	0.1%	-10%	29%	1%	40%
O=C(NCCc1cccs1)c1ccc(Cl)c(Cl)c1	4.2%	-4%	26%	-6%	1%
COc1cccc(Nc2nc3ccccc3nc2NS(=O)(=O)c2cccs2)c1	i	5%	22%	-4%	-19%
Cn1nc(C(F)(F)F)c(C(=O)Nc2ccc(F)cc2)c1Cl	0.3%	4%	-4%	-2%	-9%
COc1cc2c(cc1OC)C(c1cccc(Br)c1)NC(=O)C2 (stereo not drawn)	0.2%	2%	8%	-25%	0%
O=C(c1ccc(-c2ccccc2)cc1)C1CCCN(C(=O)Cn2cncn2)C1 (stereo not drawn)	0.7%	0%	11%	2%	-7%
O=C(Nc1ccccn1)c1cccc(S(=O)(=O)N2CCc3ccccc3C2)c1	8.6%	-5%	0%	-10%	7%
O=C(COc1cc2oc(=O)c3c(c2cc1Cl)CCC3)N1C[C@H]2C[C@@H](C1)c1cccc(=O)n1C2	0.9%	5%	13%	0%	-4%
CCOC(=O)c1c(C)oc2ccc(OCC(N)=O)cc12	i	9%	7%	-17%	-6%
Cc1cc2c(cc1C)CSC(c1ccccc1O)SC2	i	-20%	12%	-6%	14%
O=S(=O)(Cc1ccccc1)N1CCN(Cc2c(F)cccc2Cl)CC1	1.5%	x	x	-1%	x
COc1cc(Br)c(/C=C/c2ccc3cccc(O)c3n2)cc1OC	i	6%	77%	0%	15%
Cc1cc(/C=N/NC(=O)c2cccc(N(C)C)c2)c(C)n1-c1cc(C(=O)O)cc(C(=O)O)c1	1.1%	x	x	4%	x
CCCCc1ccc(NC(=O)c2cnccn2)cc1	5.7%	4%	u	1%	u
CCOC(=O)N1CCN(C(=O)C2CCCN(c3ncnc4c3nc3n4CCCCC3)C2)CC1 (stereo not drawn)	3.3%	3%	-4%	2%	-3%
O=C(OCCN1C(=O)c2ccccc2C1=O)c1ccccc1	0.7%	3%	31%	-7%	2%
CN1C(=O)C(c2ccccc2)C(=O)N(C)C1=O	i	-18%	-1%	x	0%
COc1ccc(NC(=O)CCC(=O)Nc2ccc3nc(N4CCOCC4)cc(C)c3c2)c(OC)c1	i	-6%	-3%	-3%	5%
Cc1nn(CC(=O)N2CCN(C)CC2)c(=O)c2c1sc1ccccc12	0.1%	-2%	67%	8%	-2%
COc1ccc2[nH]c3c(c2c1)CN(C)CC3	2.5%	-11%	7%	4%	7%
C=CCCC(=O)N(C)CCO	0.0%	6%	-1%	2%	-6%
CCc1ccccc1NC(=O)CSC1=C(C#N)C(c2ccc(O)c(OC)c2)C2=C(CCCC2=O)N1 (stereo not drawn)	1.4%	2%	2%	2%	-9%
Cc1cc(OC(C)C(=O)N(Cc2ccco2)C2CCS(=O)(=O)C2)ccc1Cl (stereo not drawn)	6.8%	2%	-8%	5%	-3%
Cc1ccc(NS(=O)(=O)c2cc(C(=O)NCc3ccncc3)ccc2C)cc1	i	-3%	1%	-8%	-4%
COc1ccc(C2c3cc4c(cc3OC(N3CCOCC3)C2C)OCO4)c(OC)c1 (stereo not drawn)	9.3%	x	x	17%	x
COC(=O)CN1C(=O)[C@H]2[C@@H](c3ccc(C)o3)N3C(=O)CN(Cc4ccccn4)C(=O)[C@@]3(C)[C@H]2C1=O	0.1%	5%	-5%	-7%	-11%
CC1CCN(S(=O)(=O)c2cn(CC(=O)N3CCN(c4cccc(C(F)(F)F)c4)CC3)cn2)CC1	1.6%	1%	3%	4%	7%
COc1ccc(C(=O)NC2CC2)cc1OC1CCN(Cc2cc(C)cc(C)c2)CC1	1.6%	2%	3%	-9%	4%
CC(=O)c1ccc(OCCn2cnc3ccccc32)cc1	2.1%	16%	6%	0%	1%
O=c1ncn(C2CCCCC2)c(=O)[nH]1	0.1%	x	x	-1%	x
CN1CCN(NS(=O)(=O)c2ccc(Cl)cc2)CC1	0.1%	3%	-1%	-4%	-1%
CCN(CC(=O)Nc1cc(C)nn1-c1nc(C)cc(C)n1)Cc1ccccc1	6.0%	-9%	69%	-17%	u
COC(=O)C1=CN(c2ccc(F)cc2)C=C(C(=O)OC)C1c1ccc(O)cc1	0.5%	-5%	-2%	-1%	-7%
O=C(NCc1nc(-c2ccccc2)no1)c1cccs1	0.1%	-6%	22%	-3%	-1%
Cc1cccc(OCC(=O)OCC(=O)Nc2ccc(Cl)cn2)c1	0.7%	x	30%	-11%	1%
COc1cc(OC)c(C2N(c3ccccn3)C(=O)C3CCCN32)cc1OC (stereo not drawn)	4.5%	-1%	12%	-6%	-1%
CCOc1c([N+](=O)[O-])cc2c(C)c(C(=O)N3CCN(C)CC3)oc2c1OCC	0.1%	8%	4%	-2%	-4%
Cc1cc(Cl)ccc1OCC(=O)OCC(=O)Nc1cccnc1Cl	0.5%	x	-14%	-4%	-3%
CC1CCc2nn(CC(=O)N3CCc4ccccc43)cc2C1 (stereo not drawn)	0.4%	8%	9%	-1%	0%
CCc1ccc2nc(Nc3nc(COC)cc(=O)[nH]3)nc(C)c2c1	12%	12%	16%	-3%	-2%
O=C(COC(=O)c1cnc(Cl)c(Cl)c1)c1ccc(F)cc1	1.7%	x	32%	-20%	2%
COC(=O)c1ccccc1NC(=O)COC(=O)CSCC(=O)N1CCOCC1	i	-1%	-8%	-7%	0%

The list goes on.
molecule	inhibitors of VEEV	Salmonella PhoP GFP	M. tuberculosis	influenza NS1A	M. tuberculosis HTS
CCCc1cc(C(=O)N(C)CC(=O)Nc2ccc(OCC)c(OCC)c2)sc1C	6.5%	-5%	9%	2%	-12%
CCOc1ccc(Br)cc1S(=O)(=O)NCc1ccc(S(N)(=O)=O)cc1	2.6%	0%	22%	-9%	-5%
O=C(COC(=O)c1cc(S(=O)(=O)N2CCOCC2)ccc1F)c1ccccc1	1.4%	x	3%	-6%	1%
COc1cc(NS(=O)(=O)c2ccc(NC(=S)NC(=O)/C=C/c3ccco3)cc2)ncn1	1.6%	x	x	-4%	x
O=C(C[C@@H]1C/C=C\C[C@H](Cc2ccc(F)cc2)C(=O)OC[C@@H]2CCCN2C1=O)N[C@H](CO)Cc1ccccc1	0.6%	x	27%	12%	-3%
O=C1NCCCc2c1oc1cc(Br)c(O)c(Br)c21	1.8%	5%	25%	3%	-11%
CCc1nn(CC(=O)N2CCC3(CC2)OCCO3)c(=O)c2cccn12	1.4%	1%	-16%	1%	-4%
O=C(c1cn(Cc2ccccc2)nc1-c1ccc(Cl)cc1)N1CCN(c2ccccn2)CC1	0.9%	x	20%	-12%	18%
CCOc1ccc(N2CC(C(=O)NC3CCCC3)CC2=O)cc1 (stereo not drawn)	0.9%	-8%	-3%	6%	-10%
O=C(CN1CCCCCC1)Nc1ccc(S(=O)(=O)N2CCOCC2)cc1	0.8%	1%	-6%	-5%	-12%
O=S(=O)(NCc1ccccc1Br)c1ccccc1Br	3.0%	x	44%	-6%	-12%
Cc1ccc(C(=O)CSc2nnc(-c3ccccc3)o2)cc1	i	-6%	65%	2%	-6%
CN1CCc2c(sc3c2c(=O)n(-c2ccccc2)c2nnc(SCc4ccc(Cl)cc4)n32)C1	5.3%	-16%	26%	4%	-3%
O=c1oc(-c2ccc(Cl)c(Cl)c2)nn1-c1ccc(C(F)(F)F)cn1	0.2%	7%	20%	x	3%
COc1ccc(N(CC(=O)N2CCc3ccccc3C2)S(C)(=O)=O)cc1	i	-2%	14%	10%	1%

Part of the list above in order of SMILES length, highest first:
molecule	inhibitors of VEEV	Salmonella PhoP GFP	M. tuberculosis	influenza NS1A	M. tuberculosis HTS
O=C(C[C@@H]1C/C=C\C[C@H](Cc2ccc(F)cc2)C(=O)OC[C@@H]2CCCN2C1=O)N[C@H](CO)Cc1ccccc1	0.6%	x	27%	12%	-3%
CN1CCc2c(sc3c2c(=O)n(-c2ccccc2)c2nnc(SCc4ccc(Cl)cc4)n32)C1	5.3%	-16%	26%	4%	-3%
O=C(c1cn(Cc2ccccc2)nc1-c1ccc(Cl)cc1)N1CCN(c2ccccn2)CC1	0.9%	x	20%	-12%	18%
CCc1nn(CC(=O)N2CCC3(CC2)OCCO3)c(=O)c2cccn12	1.4%	1%	-16%	1%	-4%
O=S(=O)(NCc1ccccc1Br)c1ccccc1Br	3.0%	x	44%	-6%	-12%

Later entries.
molecule	inhibitors of VEEV	Salmonella PhoP GFP	M. tuberculosis	influenza NS1A	M. tuberculosis HTS
CCOC(=O)C1=C(c2ccccc2)O/C(=C(/C#N)C(F)(F)F)S1	x	8%	u	x	59%
Cc1cccc(C)c1OCc1nnc(SCC(=O)NCCc2ccccc2)o1	2.7%	7%	u	7%	u
CNc1nc(N)c([N+](=O)[O-])c(NC2CCCCC2)n1	i	10%	7%	-16%	3%
COc1cccc(CNc2ccc([N+](=O)[O-])c(NCC(=O)O)n2)c1	0.3%	5%	-4%	2%	-2%
Cc1noc(C)c1S(=O)(=O)N1CCCC(C(=O)NCCc2ccc(Cl)cc2)C1 (stereo not drawn)	6.0%	-9%	54%	3%	-4%
CC(C)Cn1cc(C(=O)N2CCOCC2)c2c3ccccc3n(C)c2c1=O	2.2%	-13%	3%	7%	3%
CCN1CCN(Cc2ccc(NC(=O)c3ccc(C)c(NC(=O)c4cccc5[nH]ccc45)c3)cc2C(F)(F)F)CC1	1.4%	12%	56%	8%	64%

Hits appear at their usual frequency. About 1.5% of those tested had a hit in this group.
